Glioma ERSR ind – induces the endoplasmic reticulum stress response in human glioma cells | U87-MG GRP78 promoter luciferase reporter, 16 h | Potency, µM, inactives show at the top dose activation, hits mostly activators | 420,000 compounds, 0.02% hits | AID 602332; note: potency is the fitted concentration of half-maximal effect; series mostly up to about 76 µM; % of control where 0% means no effect; nearly all actives have a fitted effect of over 35% in size
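ERSR induction read as luciferase luminescence (Bright-Glo, 10 min at room temperature) in stably transfected human U87-MG glioma cells exposed to compounds for 16 h, using GRP78 as sensor.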
Vif-APOBEC3G blk – blocks the Vif interaction with human APOBEC3G; Q9HC16; HeLa A3G-eYFP + Vif (tagged APOBEC3G with the HIV-1 protein that degrades it), YFP fluorescence, overnight; Potency, µM (series often up to 46.1 µM), for the others: at the highest dose activity, negative = active, hits mostly inhibitors; 410,000 compounds, 0.076% hits; AID 602310;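 note: potency is the fitted concentration of half-maximal effect; % is set by controls: 0 for no effect and ±100 for the full control effect; nearly all actives have a fitted effect of over 60% in size; hits raise eYFP signal because A3G escapes Vif-driven loss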
Target sequence (Q9HC16 whole entry, looked up): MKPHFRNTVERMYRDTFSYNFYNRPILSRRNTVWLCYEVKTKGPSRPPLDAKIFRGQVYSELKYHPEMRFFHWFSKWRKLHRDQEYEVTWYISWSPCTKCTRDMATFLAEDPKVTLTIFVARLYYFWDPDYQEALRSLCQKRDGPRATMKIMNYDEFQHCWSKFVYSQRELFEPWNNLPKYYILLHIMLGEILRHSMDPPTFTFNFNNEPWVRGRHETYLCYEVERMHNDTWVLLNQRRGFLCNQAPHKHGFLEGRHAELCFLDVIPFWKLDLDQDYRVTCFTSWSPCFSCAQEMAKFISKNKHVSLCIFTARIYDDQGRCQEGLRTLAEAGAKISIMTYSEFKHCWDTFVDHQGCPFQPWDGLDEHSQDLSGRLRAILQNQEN
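HeLa cells stably expressing Vif and C-terminally eYFP-tagged A3G, seeded overnight at 37 deg C, then exposed to compound by pintool overnight at 37 deg C. Rise in yellow fluorescence (Ex 488/Em 500-530, Acumen) marks blocked Vif-driven A3G degradation.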
Vif-A3F inh – blocks the Vif interaction with APOBEC3F; HeLa A3F-eYFP + Vif (tagged APOBEC3F with the HIV-1 protein that degrades it), YFP fluorescence increase; Potency, µM (titrated, usually from 46.1 µM), inactives show at the highest dose activity, negative = active; 390,000 compounds, 0.2% hits; note: potency is the fitted concentration of half-maximal effect; % of control where 0% means no effect; nearly all actives have a fitted effect of over 65% in size
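HeLa cells stably expressing A3F-eYFP plus Vif, plated and incubated overnight at 37 deg C, then exposed to compounds overnight at 37 deg C. Blocked degradation read as raised yellow fluorescence (Ex 488/Em 500-530).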
RXFP1 antag – RXFP1 (human) relaxin receptor antagonism; Q9HBX9; HEK293-RXFP1, relaxin-stimulated cAMP HTRF, 30 min; stronger effect = lower value; activity change, negative = inhibition, % at 57.5 µM; 350,000 compounds, 0.59% hits; AID 1259400;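 active = activity change of -60% or lower, but not beyond a set lower limit; inconclusive = change between -60% and -40%, or beyond the set limit; inactive = change above -40%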; note: % is set by controls: 0 for no effect and ±100 for the full control effect
RXFP1 ag – RXFP1 (human) receptor agonism; Q9HBX9; HEK293T-RXFP1 cAMP TR-FRET, 30 min; response scale: percent of porcine relaxin response, buffer zero; Potency, µM (top dose mostly 57.5 µM), inactives show at the top dose activation, actives largely listed as activators; 370,000 compounds, 0.3% hits; AID 2676; note: potency is the fitted concentration of half-maximal effect; % is set by controls: 0 for no effect and ±100 for the full control effect; nearly all actives have a fitted effect of over 60% in size; many of its hits are not listed in these tables
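Agonist response is measured as cAMP accumulation in an RXFP1-transfected HEK293T line under PDE4 inhibition. Values are scaled between buffer-only and 29 nM porcine relaxin, and EC50s come from standard Hill equation fits.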
D2 potentiator – positively modulates the human D2 dopamine receptor allosterically | potentiation, % at 10 µM | HEK293 T-REx D2, calcium flux, EC20 dopamine potentiation | AID 485347 | 340,000 compounds, 0.34% hits | P14416;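 active = potentiation over 3 SD above the plate norm, cut at about 30% in these data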; note: 0% is about no effect
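Primary screen. Calcium kinetics in induced HEK293 T-REx D2 cells: compound pre-addition 180 s, EC20 dopamine, 180 s more.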
D1 potentiator – potentiators of human D1 dopamine receptor. 360,000 compounds, 0.036% hits. HEK293 TREx D1 cells, calcium flux, dopamine EC20 potentiation. potentiation, % at 10 µM. P21728; in the data active = potentiation above about 30%; note: 0% is about no effect
Target sequence (P21728 whole entry, looked up): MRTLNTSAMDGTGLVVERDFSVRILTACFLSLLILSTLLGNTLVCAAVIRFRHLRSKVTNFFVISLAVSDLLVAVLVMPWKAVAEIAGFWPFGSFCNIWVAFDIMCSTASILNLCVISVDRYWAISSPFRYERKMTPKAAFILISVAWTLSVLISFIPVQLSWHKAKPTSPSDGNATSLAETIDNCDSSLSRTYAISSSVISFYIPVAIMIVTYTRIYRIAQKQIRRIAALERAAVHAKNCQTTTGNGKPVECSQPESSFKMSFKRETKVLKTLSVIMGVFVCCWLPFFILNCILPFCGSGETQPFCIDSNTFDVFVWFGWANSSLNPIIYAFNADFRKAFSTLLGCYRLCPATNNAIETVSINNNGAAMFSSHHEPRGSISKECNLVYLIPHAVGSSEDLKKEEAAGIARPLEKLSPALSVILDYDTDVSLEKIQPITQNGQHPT
D1 ag – agonists of human D1 dopamine receptor | P21728 | HEK293 T-REx D1 cells, calcium flux, agonist mode | activation, % at 2 µM | 360,000 compounds, 1% hits | AID 504660; in the data active = activation above about 30%; note: 0% is about no effect
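Tetracycline-induced HEK293 TREx D1 cells, force-coupled to calcium signalling, were dye-loaded with a no-wash calcium kit. Compound was pin-added after a 10 s baseline. Fluorescence was read kinetically at 1 cycle/s for 180 s, with calcium rises flagged as agonism.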
D1 antag – human D1 dopamine receptor antagonism | activity change, negative = inhibition, % at 10 µM | AID 504652 | 360,000 compounds, 3.2% hits | HEK293 TREx D1 cells, calcium flux, dopamine EC80; stronger effect = lower value; in the data active = activity change below about -30%; note: % is set by controls: 0 for no effect and ±100 for the full control effect
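Allosteric or orthosteric antagonism assessed as attenuation of the calcium response to EC80 dopamine, added 180 s after compound, in induced HEK293 Trex D1 cells loaded with no-wash calcium dye.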
* = called active by the depositor; ? = inconclusive; . = no result given. Unless noted, calls come from the whole dose curve; as a rule, active = well fitted curve in the direction sought with a large enough effect; inconclusive = small, poorly fitted or top-dose-only effect, or another doubt; inactive = no such curve, though single readings can be large; an effect the other way counts as inactive or inconclusive. Some of the compounds tested, so the mix of outcomes need not match the whole.

The opening 3 records, ahead of the listing:
SMILES	Glioma ERSR ind	Vif-APOBEC3G blk	Vif-A3F inh	RXFP1 antag	RXFP1 ag	D2 potentiator	D1 potentiator	D1 ag	D1 antag
CC(/C=C1\SC(=S)N(NS(=O)(=O)c2ccc(C)cc2)C1=O)=C\c1ccccc1	-5%	5%	-10%	-35	2.1%	9	-1	0	-8
CC1CCCCN1C(=O)CSc1nnc2c(n1)[nH]c1ccc(F)cc12 (centres undefined)	1%	0%	0%	-9	3.5%	.	1	0	-4
Cc1ccc(Sc2c(C)nn(C(C)(C)C)c2OC(=O)CC(C)C)cc1	-1%	3%	0%	.	0.1%	0	8	8	21

Main list, from the start:
SMILES	Glioma ERSR ind	Vif-APOBEC3G blk	Vif-A3F inh	RXFP1 antag	RXFP1 ag	D2 potentiator	D1 potentiator	D1 ag	D1 antag
CC(/C=C1\SC(=S)N(NS(=O)(=O)c2ccc(C)cc2)C1=O)=C\c1ccccc1	-5%	5%	-10%	-35	2.1%	9	-1	0	-8
CC1CCCCN1C(=O)CSc1nnc2c(n1)[nH]c1ccc(F)cc12 (centres undefined)	1%	0%	0%	-9	3.5%	.	1	0	-4
Cc1ccc(Sc2c(C)nn(C(C)(C)C)c2OC(=O)CC(C)C)cc1	-1%	3%	0%	.	0.1%	0	8	8	21
O=C(OCC(=O)N1CCN(C(=O)c2ccco2)CC1)c1ccccc1C(=O)c1ccccc1	-2%	-1%	-6%	-5	1.8%	11	3	1	-13
CCOc1cc(-c2nnc(SCC(=O)NCc3ccccc3)nc2-c2ccc(OC)c(OCC)c2)ccc1OC	-6%	?	-6%	5	-1.1%	-1	-2	4	-8
CCCC(=O)OC1CC(C)N(C(=O)c2ccccc2)c2ccc(C)cc21 (centres undefined)	-2%	-10%	0%	-18	1.0%	-1	-24	32*	-8
CCOC(=O)c1sc(NC(=O)C2CC(=O)N(c3ccccc3OC)C2)nc1C (centres undefined)	-2%	2%	0%	-3	-1.8%	28	-2	4	0
O=C(O)CCCCCNC(=O)C(=O)C1C(=O)Nc2ccccc21 (centres undefined)	0%	-1%	1%	5	1.2%	8	-3	2	16
CC1Cc2ccccc2N1C(=O)CSc1nc(-c2ccco2)cc(C(F)(F)F)n1 (centres undefined)	-1%	1%	8%	11	1.8%	7	-7	2	3
Cc1cc(=O)n2[nH]c(C(=O)O)nc2n1	-1%	-1%	-6%	-8	-3.0%	-7	-1	4	4
CCOC(=O)c1cc2c(=O)n3ccccc3nc2n(CC2CCCO2)c1=NC(=O)c1ccc(C(C)(C)C)cc1 (centres undefined)	-1%	6%	1%	.	?	-5	3	3	-30*
COc1ccccc1Nc1ccc(C(=O)NCc2cccs2)cn1	0%	0%	12%	1	1.6%	15	-2	2	18
CC1CCc2nc(/C(C#N)=C/c3cccnc3)sc2C1 (centres undefined)	1%	-17%	?	-17	-1.0%	5	1	-3	-14
NC(=O)C1(C(N)=O)OC1c1ccc(Cl)cc1Cl (centres undefined)	-5%	0%	2%	3	3.3%	3	6	2	-18
CCN(CC)S(=O)(=O)c1cc(-c2onc(C)c2C)ccc1OC	-1%	-1%	1%	-13	0.1%	4	-4	2	-3
COc1ccc(C(=O)NCCn2cc(SCc3cccc(F)c3)c3ccccc32)cc1OC	-5%	-5%	2%	.	-1.3%	-4	2	2	10
Cc1nnc(SCC(=O)NC23CC4CC(CC(C4)C2)C3)s1	2%	-2%	17%	9	3.5%	-2	15	3	3
Clc1cccc(CSc2nnc([C@@H]3CCCN3)o2)c1	-1%	1%	.	-8	-1.0%	5	-5	4	11
CCOC(=O)Cc1csc(NC(=O)COc2c(C)cccc2C)n1	-3%	-4%	0%	1	1.0%	3	-6	9	-4
Cc1ccsc1C(=O)Nc1ccccc1N1CCOCC1	-4%	1%	-3%	8	0.0%	-8	3	-2	9
O=C(Nc1ccccc1)OCc1cnc(Cl)s1	0%	0%	-5%	-9	0.2%	4	-5	1	-2
COc1cccc(NC(=O)C(C)C)c1	-5%	3%	6%	.	-0.3%	21	-4	2	4
O=C(CN(c1cccc(Cl)c1)S(=O)(=O)c1ccc(Cl)cc1)NCc1ccccn1	-1%	-3%	1%	-19	2.7%	-4	3	1	-2
CCCOc1ccc(C(=O)NCC(c2cccs2)N(C)C)cc1 (centres undefined)	0%	1%	-5%	26	0.9%	-10	-12	3	1
CCOc1cc(C(=S)N2CCOCC2)ccc1OS(=O)(=O)c1ccc(C)cc1	-1%	1%	-1%	-3	4.1%	6	-2	13	4

Carrying on.
SMILES	Glioma ERSR ind	Vif-APOBEC3G blk	Vif-A3F inh	RXFP1 antag	RXFP1 ag	D2 potentiator	D1 potentiator	D1 ag	D1 antag
Cc1ccc(C(=O)NCC(=O)OCC(=O)c2ccc(C)c([N+](=O)[O-])c2)cc1	-4%	2%	5%	1	-2.0%	-1	-24	1	-46*
COc1ccc(CSc2nc3ccncc3n2CC(=O)Nc2cc(C)cc(C)c2)cc1	-2%	2%	-4%	.	?	-15	2	3	-16
CC1CCN(C(=O)c2[nH]cnc2C(=O)NCCCCCNC(=O)OC(C)(C)C)CC1	-1%	4%	8%	.	0.4%	-5	-2	-1	-5
O=[N+]([O-])c1ccc(S(=O)(=O)N/N=C/c2ccco2)cc1	4%	0%	-13%	-5	1.3%	-4	-5	2	16
NS(=O)(=O)c1cccc(NC(=O)Cn2cc(C(F)(F)F)cc(Cl)c2=O)c1	-4%	-1%	5%	15	2.8%	-1	7	5	6
Cc1ccc(-c2oc3ncnc(N)c3c2-c2ccc(C)cc2)cc1	-5%	2%	-14%	-11	3.4%	19	-4	2	14
Cc1c2c(nc3nc4ccccc4n13)CC(C)(C)CC2=O	-1%	0%	0%	-15	3.1%	.	6	1	-1
Cc1cccc(NS(=O)(=O)c2c(C)nc3scc(C)n3c2=O)c1	-4%	2%	1%	11	-1.0%	-2	-2	13	-13
COCCn1c(SCC(=O)Nc2cccc(C)c2C)nc2c(oc3ccccc32)c1=O	-1%	6%	6%	.	3.8%	0	-6	2	-6
COc1ccccc1N1CCN(C(c2cccs2)C(C)NC(=O)C(=O)N2CCCCC2)CC1 (centres undefined)	-1%	-1%	-9%	0	-1.9%	6	-2	2	-15
O=C(c1cc2cc(F)ccc2[nH]1)N1CCCC(Nc2ccc(F)cc2)C1 (centres undefined)	1%	-2%	11%	-24	-0.4%	-5	-8	6	-35*
COC(=O)c1c(C)oc2ccc(N(C(=O)c3ccncc3)S(=O)(=O)c3ccc(OC)cc3)cc12	-2%	8%	-15%	2	-0.7%	6	-4	0	-48*
CCN(C(=O)COC(=O)c1cccnc1)c1cccc2ccccc12	-5%	-6%	-3%	-5	.	.	.	.	.
CN(C)c1nc(-c2ccccc2)nc(-c2ccc(Cl)cc2)c1C#N	-3%	-2%	6%	1	12%	0	8	-1	-6
Cc1nc2nc(SCC(=O)NCc3ccccc3)nn2c(C)c1Cc1ccccc1Cl	-3%	?	-4%	.	3.4%	2	-1	5	-25
COc1cccc(-c2c(-c3cc(OC)cc(OC)c3)n(C)c3ccc(Br)cc23)c1	-5%	-7%	-7%	.	1.1%	-7	2	3	.
CN1C(C(=O)c2ccccc2)=C(N)c2ccccc2S1(=O)=O	-3%	-16%	-10%	0	3.6%	10	-2	3	6
CC(=O)NC(=S)Nc1cc(C(=O)O)ccc1Cl	-2%	-7%	-8%	-2	1.0%	-3	2	0	13
CCOCCCNC(=O)c1ccc2c(c1)ncn2-c1ccccc1OC	-11%	1%	0%	12	0.0%	-11	0	1	-2
O=C(Nc1nc(-c2ccc(S(=O)(=O)N3CCCC3)cc2)cs1)C1COc2ccccc2O1 (centres undefined)	-4%	-3%	2%	-6	0.0%	.	-6	5	2
Cc1c(-c2ccccc2)[n+](=O)c(-c2ccco2)c(C)n1[O-]	-3%	-2%	-14%	-20	0.1%	-1	1	-1	-18
CCC(=O)N1CCc2cc(S(=O)(=O)CCC(=O)Nc3cccc(F)c3)ccc21	0%	0%	7%	3	-1.0%	-4	-9	3	-2
Cc1cc(NC(=O)C2CC2)n(-c2nc3ccccc3s2)n1	8%	0%	-1%	-17	2.9%	-3	-5	5	7
CCCCC(=O)Nc1nc2c(s1)COc1ccccc1-2	0%	3%	-11%	-21	1.2%	-5	-2	11	14
CCOc1ccc(/C=N/n2cnnc2)cc1	-1%	0%	-21%	-1	1.9%	2	-4	0	0

Next part:
SMILES	Glioma ERSR ind	Vif-APOBEC3G blk	Vif-A3F inh	RXFP1 antag	RXFP1 ag	D2 potentiator	D1 potentiator	D1 ag	D1 antag
Cc1ccc(S(=O)(=O)N(C)C[C@H]2OCCCC[C@@H](C)Oc3ccc(N(C)C)cc3C(=O)N([C@H](C)CO)C[C@@H]2C)cc1	-6%	-1%	3%	-6	.	.	.	.	.
COc1ccc(N2CCN(S(=O)(=O)c3ccc(OC)c(C(=O)N4CCOCC4)c3)CC2)cc1	-6%	1%	2%	-2	-2.0%	-6	-9	0	0
CCNc1ccc(C(=O)OCC(=O)NCc2ccccc2Cl)cc1[N+](=O)[O-]	0%	0%	-29%	-4	-0.1%	10	-1	2	-88*
Cc1cccc(C(=O)Nc2cccc(Br)c2)c1[N+](=O)[O-]	2%	-1%	2%	16	-0.5%	-4	-5	2	1
Cc1ccc(S(=O)(=O)c2cnc(-c3ccccc3)nc2N2CCN(C)CC2)cc1	1%	0%	2%	-2	0.5%	-20	-3	0	1
CCc1ccc(NC(=O)CSc2nccn2-c2cccc(C)c2C)cc1	1%	-5%	9%	.	0.5%	-10	-3	5	-19
Cc1ccc(NC(=O)C2CC(=O)N(c3ccc(OC(C)C)cc3)C2)cc1 (centres undefined)	-6%	4%	2%	-1	-2.6%	1	-1	1	-8
CCCCn1c(N)c(N(CCOC)C(=O)COC(=O)c2ccccc2OCC)c(=O)[nH]c1=O	-5%	-5%	5%	3	-4.6%	14	2	3	-5
COc1ccc(-c2noc(CN(C)Cc3ccccc3)n2)c(OC)c1OC	2%	2%	1%	6	3.7%	-1	-3	5	-8
CCOC(=O)C1CCCN(CCC(=O)Nc2ccc(Br)c(C)c2)C1 (centres undefined)	-5%	1%	2%	7	-0.2%	-18	-2	10	18
O=S(=O)(c1cccc(-c2n[nH]c(=S)n2-c2ccc(OC(F)(F)F)cc2)c1)N1CCOCC1	-1%	-10%	-7%	-12	.	.	.	.	.

High-throughput results: PubChem, National Center for Advancing Translational Sciences (NCATS)
